OXTR potentiator: human OXTR potentiators, primary screen, fluorescence, CHO-OTR cells, Fluo-8 calcium; activation, % at 3 µM; Fluo-8 calcium fluorescence, potentiator mode; 0% = oxytocin EC15, 100% = EC100; 320,000 tested, 0.061% active; Oxytocin receptor (Homo sapiens), P30559; AID 2445, 2010;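 active = activation above that plate's cutoff, the mean activation of tested compounds plus 3 SD, cut at about 6.6% in these data, passing the limit was not always enough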;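 note: 100% uses oxytocin at 75 nM as the full agonist control; some results filed as inactive read as strong as hits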
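System: human OTR in CHO cells; Also added: sub-maximal oxytocin, roughly EC15; Timing: compound 6 min at room temperature before oxytocin, 100 s read; Technique: Fluo-8 intracellular calcium fluorescence, ex 470-495, em 515-575 nm; Controls: oxytocin EC15 low and EC100 high; Replication: singlicate.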
M1 ag: human M1 muscarinic receptor agonists, primary screen, Fluo-8 calcium fluorescence, CHO-K1 cells, HTS. Muscarinic acetylcholine receptor M1 (Homo sapiens), P11229. CHO-K1 hM1, agonist mode; 0% DMSO, 100% acetylcholine EC100. activation, % at 3 µM. 360,000 tested, 0.33% active. AID 588814, 2011;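 active = activation above the run's mean compound activation plus 3 SD, cut at about 16% in these data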;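 note: peak over basal fluorescence ratio within a 140 s kinetic read after compound addition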
Target sequence (P11229 whole entry, looked up): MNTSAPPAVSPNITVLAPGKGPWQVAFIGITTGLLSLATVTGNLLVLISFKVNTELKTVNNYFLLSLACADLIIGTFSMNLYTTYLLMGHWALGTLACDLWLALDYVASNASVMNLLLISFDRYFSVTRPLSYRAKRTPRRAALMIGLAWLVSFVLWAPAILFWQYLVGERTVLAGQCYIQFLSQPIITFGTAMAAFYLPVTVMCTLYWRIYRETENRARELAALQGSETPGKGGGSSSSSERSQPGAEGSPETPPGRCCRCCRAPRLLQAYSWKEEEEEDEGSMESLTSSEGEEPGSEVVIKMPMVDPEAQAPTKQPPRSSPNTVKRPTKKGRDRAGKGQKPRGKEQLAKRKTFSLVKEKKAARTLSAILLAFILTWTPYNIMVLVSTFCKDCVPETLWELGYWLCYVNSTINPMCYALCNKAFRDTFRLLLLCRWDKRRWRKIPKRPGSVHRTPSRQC
CHO-K1 Ca antag: counter-screen for M1 antagonists: effect in parental CHO-K1 cells | ATP-induced calcium, Fluo-8 fluorescence | inhibition, % at 3 µM | 360,000 tested, 0.6% active;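 active = inhibition above a per-plate cutoff, the plate's mean sample inhibition plus 3 SD, cut at about 24% in these data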;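 note: 0% = DMSO plus EC80 ATP and 100% = DMSO alone without ATP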
M1 ag parental: counter-screen for M1 agonists: effect in parental CHO-K1 cells | Fluo-8 calcium fluorescence; scaled to maximal ATP response, vehicle zero | activation, % at 3 µM | 360,000 tested, 0.48% active | AID 602248, 2012; in the data active = activation above about 15%;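 note: untransfected CHO-K1 host cells lacking M1 receptor as counterscreen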
CHRM1 antagonist: human M1 muscarinic receptor antagonists, primary screen, CHO-K1 cells, Fluo-8 calcium fluorescence, 1536-well; Muscarinic acetylcholine receptor M1 (Homo sapiens), P11229; CHO-K1 hM1, ACh EC80 antagonist; inhibition, % at 3 µM; 360,000 tested, 1.3% active; AID 588852, 2011;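 active = percent inhibition above its own plate's cutoff, namely the mean of that plate's compound wells plus 3 SD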;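 note: peak over basal fluorescence ratio during 140 s after agonist addition; 0% = ACh EC80 plus DMSO and 100% = DMSO alone without agonist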
TAAR1 ag: human TAAR1 agonists, primary screen, Fluo-8 calcium fluorescence, CHO RD-HGA16 cells | Trace amine-associated receptor 1 (Homo sapiens), Q96RJ0 | vehicle wells 0%, saturating PEA agonist 100% | activation, % at 3 µM | 360,000 tested, 0.99% active;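 active = activation above the mean activation of all test compounds in the run plus 3 SD, cut at about 38% in these data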
Target sequence (Q96RJ0 whole entry, looked up): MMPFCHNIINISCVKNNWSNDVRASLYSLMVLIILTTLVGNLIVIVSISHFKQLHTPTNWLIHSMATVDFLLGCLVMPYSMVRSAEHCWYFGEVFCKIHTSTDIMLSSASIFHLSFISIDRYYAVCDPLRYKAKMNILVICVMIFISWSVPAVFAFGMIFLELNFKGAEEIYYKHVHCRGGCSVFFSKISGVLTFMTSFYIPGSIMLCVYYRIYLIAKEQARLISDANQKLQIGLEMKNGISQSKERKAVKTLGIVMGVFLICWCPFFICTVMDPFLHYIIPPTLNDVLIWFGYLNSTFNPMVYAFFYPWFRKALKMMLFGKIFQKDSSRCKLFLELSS
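test system = CHO RD-HGA16 cells carrying human TAAR1 plus Gα16 | schedule = 17-24 h seeding, 75 min 37 °C dye, 30 min RT | compound dosing = 3 µM single concentration | control set = DMSO and PEA EC100 | replicates = n 1 | signal = Fluo-8 fluorescence, 5 s baseline then 140 s kinetic read | measure = percent activation vs PEA EC100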
M1 PAM parental: nonselective calcium activators in parental CHO-K1 cells, primary screen, counter-screen for M1 PAM project, cell-based, Fluo-8 calcium fluorescence, full deck, 1536-well; ATP EC20; 0% at ATP EC20, 100% at ATP max; activation, % at 3 µM; 360,000 tested, 0.02% active;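 active = activation above the run cutoff, the mean activation of all test compounds plus 3 SD, cut at about 40% in these data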;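 note: peak over basal fluorescence ratio in a 140 s read after ATP addition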
TAAR1 antag: human TAAR1 antagonists, primary screen, Fluo-8 calcium fluorescence, CHO RD-HGA16 cells; Trace amine-associated receptor 1 (Homo sapiens), Q96RJ0; inhibition, % at 3 µM; antagonist; AID 624466, 2012; 360,000 tested, 1.5% active;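 active = inhibition above a per-plate cutoff, the mean inhibition of test compounds on that plate plus 3 SD, cut at about 49% in these data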;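 note: 0% = DMSO plus EC80 beta-PEA response and 100% = DMSO alone without agonist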
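Test system – hTAAR1-expressing CHO RD-HGA16 cells, Gα16-coupled · Also added – β-PEA at EC80 concentration, post-compound challenge · Compound – 3 µM, single point · Incubation – dye loading 75 min at 37 °C, then 30 min room temperature · Measured by – Fluo-8 intracellular calcium dye fluorescence, real-time kinetic reads · Benchmarks – vehicle and agonist controls · Replicates – singlicate, one well per test compound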
CHO parental Ca: ATP-evoked calcium signal inhibitors, parental CHO, primary screen, counter-screen for OX1R antagonist project, cell-based, fluorescence, Fluo-8 calcium dye; parental CHO-K1, ATP-induced calcium, Fluo-8 fluorescence; 330,000 tested, 0.63% active; inhibition, % at 5.6 µM;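 active = inhibition above that plate's mean sample inhibition plus 3 SD, cut at about 26% in these data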;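 note: 0% = ATP-challenged DMSO wells and 100% = DMSO wells without ATP; some compounds past the cut are filed as inactive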
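Test system: untransfected parental CHO cell line. Compound: one dose, 5.6 µM nominal. Detection: intracellular calcium via Fluo-8 no-wash fluorescent dye. Measure: % inhibition. Benchmarks: ATP-challenged DMSO wells low, unchallenged DMSO wells high.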
* marks the source's active call; other numbers are inactive results; · = not tested or not shown.

SMILES	OXTR potentiator	M1 ag	CHO-K1 Ca antag	M1 ag parental	CHRM1 antagonist	TAAR1 ag	M1 PAM parental	TAAR1 antag	CHO parental Ca
Cc1ccc(NC(=O)c2ccc(CNS(=O)(=O)c3cccc(C(F)(F)F)c3)cc2)cc1	-10	-4	-12	0.1	-6	4	13	-10	-5
O=C(OCc1ccccc1F)c1cc(S(=O)(=O)N2CCCCC2)ccc1N1CCOCC1	·	-3	-2	1.7	-2	3	4	10	·
CCOc1ccccc1N(CC(=O)NCCc1ccccc1)C(=O)CCC(=O)Nc1ccccn1	-5	-2	-22	2.3	15	13	9	-14	-31
CCCCn1nc(CC(=O)O)c2ccccc2c1=O	0	2	-19	0.1	-4	7	14	8	2
Cc1ccc(NC(=O)NC2CCCCC2)cc1S(=O)(=O)N1CCOCC1	-20	-1	-9	4.2	-5	2	-12	-13	-20
NS(=O)(=O)c1ccc(CCNCc2cccnc2)cc1	-9	-7	0	0.3	-18	10	-1	-15	-1
COc1ccccc1OCC(=O)Nc1cc(S(=O)(=O)N2CCCCC2)ccc1N1CCCCC1	-5	-9	1	0.4	13	2	13	1	-23
COc1ccc(NC(=O)c2cccc(S(=O)(=O)N3CCCC3)c2)cc1OC	-5	-7	9	0.9	6	1	8	6	-13
O=C(CSc1nnc(CNC(=O)c2ccccc2F)o1)Nc1cccc(C(F)(F)F)c1	-12	0	-2	6.6	-5	4	-10	-6	-23
CC(=O)Nc1nn(C)c2nc3cc(C)ccc3cc12	-8	-3	-16	0.3	3	5	17	-8	-10
CCOC(=O)c1cc2ccc(OC)cc2oc1=O	-3	-4	-7	0.4	-27	3	17	5	-1
COc1ccc(S(=O)(=O)N(C)CC(=O)NCc2ccccn2)cc1	-1	-3	-3	0.2	-4	-2	-4	3	-6
COC(=O)c1cnn2c(C(F)(F)F)cc(-c3ccc(F)cc3)nc12	-7	-3	-13	0.4	-2	1	9	-1	10
Cc1ccc2c(c1)COc1c3ccc(C(=O)NC(C)C)cc3nn1-2	-7	-7	6	-0.4	-5	4	3	-2	-13
Cc1cc([N+](=O)[O-])nn1CC(=O)Nc1sc2c(c1C(N)=O)CCCC2	2	-5	-19	0.4	-4	1	4	-17	-10
O=C(N/N=C/C=C\c1ccccc1[N+](=O)[O-])c1cccnc1	-2	-3	-10	0.7	-10	0	20	-18	-8
COc1ccc(C(=O)C2CCN(CC(=O)Nc3ccc(C)cc3)CC2)cc1	-10	-5	-7	3.0	-2	5	4	-9	4
CC(=O)N1c2ccc(S(=O)(=O)N3CCC(C(=O)N4CCN(c5ccccc5)CC4)CC3)cc2CC1C (stereo not given)	-7	0	-6	7.2	11	5	-17	-16	-4
COc1ccc(CN(C(=O)c2ccco2)C2CC(C)N(C)CC2C)cc1 (stereo not given)	-6	-4	-20	0.4	-8	9	0	8	-6
O=C(CN1CCOCC1)N1CCOCC1	·	0	-10	0.2	-4	2	20	-19	·
Cc1cccc(OCC(=O)OCC(=O)N(CC(C)C)c2c(N)n(Cc3ccccc3)c(=O)[nH]c2=O)c1C	-7	-4	2	0.2	-4	1	-15	-54	-25
Cc1cccc(NC(=S)Nc2ccccn2)c1	4	-4	1	0.0	-16	-2	-22	-6	-14
O=c1c2ccccc2nc(/C=C/c2cccnc2)n1CCc1ccccc1	-8	-5	-11	3.5	6	7	19	60*	-10
COc1ccc(C2c3[nH]c4ccccc4c3C[C@H]3C(=O)N(CC(C)C)CC(=O)N23)c(OC)c1 (stereo not given in full)	4	-4	-6	0.8	-16	5	4	11	-13
O=C(N/C(=C/c1ccccc1F)C(=O)N1CCCCC1)c1ccccc1	-8	-2	-2	0.9	0	4	-10	-6	-12
Cc1cc(C(=O)NC2=NCCS2)c2ccccc2n1	0	-3	-14	0.7	-4	5	14	-6	-18
Cc1ccc(N(C)S(=O)(=O)c2cccc(C(=O)N(C)Cc3cnn(-c4ccccc4)c3)c2)cc1	·	-1	1	7.8	21	-1	-11	39	·
CN1C(=O)CSc2ccc(NC(=O)N3CCN(c4ccccc4)CC3)cc21	-13	-2	7	6.2	-1	7	19	6	-14
CCCN(CC(=O)Nc1ccccc1OC)C(=O)c1ccc(COc2ccccc2)o1	-3	-1	-16	6.0	3	21	3	48	-21
O=C(CSC1=NCCS1)Nc1ccc2ccccc2c1	-9	-9	21	-0.6	2	13	-5	1	-4
CCOC(=O)C1(Cc2cccc(Cl)c2)CCCN(C(=O)c2ccnn2C)C1 (stereo not given)	2	-2	3	2.0	10	1	6	-6	-8
Cc1ccc(-n2c(=O)c3c(n4cnnc24)-c2ccccc2CC32CCCCC2)cc1	-3	-1	-11	1.4	8	1	16	5	-18
CC(Sc1nc2ccccc2s1)C(=O)N(C)Cc1ccccc1 (stereo not given)	-7	-9	-14	1.9	2	-1	20	-18	-13
CCOc1ccc(NS(=O)(=O)c2ccc3[nH]c(=O)[nH]c3c2)cc1	-10	-1	4	-0.1	-10	7	-1	-14	-9
O=C(CSc1nnc2c(n1)[nH]c1ccccc12)Nc1ccc(N2CCOCC2)cc1	-2	-1	1	5.6	3	-2	-7	14	-18
COc1cc(OC)cc(-c2ncc3ccccn23)c1	-1	-1	-2	-0.1	-2	3	4	-19	-19
CCOC(=O)Cn1c(C)c(Br)c(COC)c(C#N)c1=O	1	-6	6	0.1	-2	-1	4	-23	-19
O=C(CSc1nnc(Nc2ccccc2)s1)NCc1ccco1	-2	-4	-10	2.1	-7	5	16	6	-28
NC(=O)C1(N2CCCCC2)CCN(C(=S)Nc2ccc(S(N)(=O)=O)cc2)CC1	-5	-1	-18	1.8	-10	0	27	-2	-2
Cc1ccc2c(C)c(C(=O)Nc3cccnc3)oc2c1	0	-3	-9	0.6	-8	14	15	9	-21
Cc1cccn2c(=O)nc(SCC(=O)N3CCC(C)CC3)nc12	-5	-2	-3	0.6	-9	5	9	-28	10
COC(=O)c1ccccc1NC(=O)c1onc(C)c1Cl	·	-3	-18	1.9	-16	4	14	-5	·
COc1ccc(C(=O)/C=C2\NCCc3cc(OC)c(OC)cc32)cc1OC	-10	1	-12	2.2	-19	1	9	-4	-23
C[n+]1cc(-c2ccccc2)n2c1CCCCC2	1	-9	-11	0.5	24	·	0	·	-4
COCCN(Cc1nc2ccccc2c(=O)[nH]1)C(=O)COc1c(C)cc(Cl)cc1C	-9	-3	-10	0.6	-9	7	1	10	-21
COc1ccc(Cl)cc1NC(=O)CSc1nnc(-c2ccncc2)n1CC1CCCO1 (stereo not given)	-7	-2	-4	0.4	-7	1	21	13	-19
Cn1c(=O)c2sccc2n2c(CCCC(=O)NCc3ccco3)nnc12	-11	-1	-8	-0.1	-5	1	-5	-1	1
Cn1nc(-c2ccc(C(=O)N3CCN(Cc4ccccc4)CC3)cc2)c2ccccc2c1=O	-3	-4	0	2.9	-1	10	10	3	-13
COc1ccc(CCNC2CC(=O)N(CCc3ccc(OC)c(OC)c3)C2=O)cc1 (stereo not given)	-2	-2	-5	0.0	-17	22	18	-8	-13
CCCc1cc(=O)[nH]c(SCC(=O)NC(=O)c2ccccc2)n1	-2	-2	-6	0.2	-11	·	0	·	-1

Three structures out of the list, ordered by number of heavy atoms, ascending.
SMILES	OXTR potentiator	M1 ag	CHO-K1 Ca antag	M1 ag parental	CHRM1 antagonist	TAAR1 ag	M1 PAM parental	TAAR1 antag	CHO parental Ca
CCCc1cc(=O)[nH]c(SCC(=O)NC(=O)c2ccccc2)n1	-2	-2	-6	0.2	-11	·	0	·	-1
COc1ccc(C(=O)/C=C2\NCCc3cc(OC)c(OC)cc32)cc1OC	-10	1	-12	2.2	-19	1	9	-4	-23
COc1ccc(Cl)cc1NC(=O)CSc1nnc(-c2ccncc2)n1CC1CCCO1 (stereo not given)	-7	-2	-4	0.4	-7	1	21	13	-19

Remaining list, next part
SMILES	OXTR potentiator	M1 ag	CHO-K1 Ca antag	M1 ag parental	CHRM1 antagonist	TAAR1 ag	M1 PAM parental	TAAR1 antag	CHO parental Ca
O=C(NCCN1CCCC1)c1ccc2c(c1)N(Cc1ccccc1)C(=O)c1ccccc1S2(=O)=O	-10	-5	-14	0.2	4	1	18	-19	-12
Cc1cc(C)c(C)c(S(=O)(=O)N2CCCN(C)CC2)c1C	-2	-13	-3	-0.1	-3	3	-3	-10	-3
O=C1CN(C(=O)COC(=O)CNC(=O)c2ccc(Cl)cc2)c2ccccc2N1	3	-3	-6	-0.1	-9	-1	9	-19	-4
CCC(C)(C)n1nnnc1C(c1ccc(OC)c(OC)c1)N1CCN(c2ccc(F)cc2)CC1 (stereo not given)	-13	-2	-7	0.3	-10	-2	2	0	-8
Cc1cccc[n+]1CC(=O)Nc1ccc([N+](=O)[O-])cc1	-7	-9	1	0.7	28	11	10	-8	1
Cc1ccc(CC(=O)N2CCN(C(=O)C3CCCO3)CC2)cc1 (stereo not given)	1	-1	3	0.2	7	2	10	-14	-1
CC(C)CN1CCC(C(=O)NC(c2ccc(F)cc2)c2ccc3ccccc3n2)CC1 (stereo not given)	·	-9	-4	-0.1	16	-2	26	-28	·
Nc1cc(=O)nc(SCC(=O)Nc2ccccc2Cl)n1-c1ccccc1	-19	-4	3	0.6	-7	8	14	-1	-6
CCOc1ccc(NC(=O)CCC(=O)NNC(=O)c2ccco2)cc1	-7	-3	-14	0.0	1	1	1	-25	-5
CN1CCCCCC1=Nc1ccc([N+](=O)[O-])cc1	-7	-3	8	1.2	2	11	-11	-17	-2
CCOC(=O)[C@H]1CCC[C@@H](NS(=O)(=O)c2ccc(NC(C)=O)cc2)C1	-11	-4	-15	1.0	-10	0	20	2	-8
CC(=O)NO	-5	0	-7	0.0	-32	·	18	·	-13
CCN(CC)c1ccc(S(=O)(=O)N2CCOCC2)cc1NC(=O)COC(=O)/C=C/c1ccccc1	·	-1	-14	5.9	32*	17	12	70*	·
CCOCCCNC(=O)c1cc2c(s1)-c1ccccc1SC2	-10	-2	-4	1.4	-17	1	2	-4	-14
O=C(Nc1nncs1)c1cccc(S(=O)(=O)N2CCCC2)c1	-9	0	20	-0.3	3	1	-4	0	0

Bioassay records deposited in PubChem BioAssay by The Scripps Research Institute Molecular Screening Center.
